697 NFkB inh: inhibitors of PMA/ionomycin-induced NF-kB reporter, 697 cells, primary screen, B-cell NF-kB inhibitor project, cell-based, luminescence, uHTS | actives 0.33% (n = 330,000) | 697 B-cell NF-kB luciferase reporter, 16 h | AID 435022, 2010 | inhibition, % at 4 µM; in the data active means inhibition above about 35%
CXCR6 block: CXCR6 receptor inhibitors, primary screen, cell-based, beta-arrestin, luminescence, CHO-K1 PathHunter, 1536-well. actives 0.36% (n = 360,000). inhibition, % at 20 µM. AID 602244, 2012; in the data active means inhibition above about 34%, passing the limit was not always enough;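 further: antagonist mode with CXCL16 agonist at 10 nM final; 0% = 10 nM CXCL16 with DMSO and 100% = unstimulated wells without agonist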
Target sequence (O00574 whole entry, looked up): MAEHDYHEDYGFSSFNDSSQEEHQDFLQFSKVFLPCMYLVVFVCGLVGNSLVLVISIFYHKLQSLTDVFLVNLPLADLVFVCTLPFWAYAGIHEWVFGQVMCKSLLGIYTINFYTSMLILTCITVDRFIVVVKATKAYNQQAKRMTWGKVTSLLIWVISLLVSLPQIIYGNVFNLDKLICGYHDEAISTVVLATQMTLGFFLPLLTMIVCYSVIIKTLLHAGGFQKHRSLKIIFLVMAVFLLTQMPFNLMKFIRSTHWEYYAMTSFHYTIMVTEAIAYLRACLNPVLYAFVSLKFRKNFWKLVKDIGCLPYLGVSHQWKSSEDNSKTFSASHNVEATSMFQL
Jurkat NFkB inh: inhibitors of induced NF-kB luciferase reporter, primary screen, TCR NF-kB activation inhibitor project, cell-based, luminescence, uHTS; Jurkat, PMA/ionomycin-induced NF-kB luciferase reporter; inhibition, % at 4 µM; actives 0.53% (n = 330,000); in the data active means inhibition above about 50%
EBI2 antag: EBI2 receptor antagonists, beta-arrestin recruitment, primary screen, cell-based, luminescence, 7a,25-OHC stimulation, uHTS; G-protein coupled receptor 183 (Homo sapiens), P32249; 7a,25-OHC stimulated; inhibition, % at 5 µM; actives 0.81% (n = 360,000); AID 651636, 2012; in the data active means inhibition above about 38%;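 further: enzyme fragment complementation signal reports receptor beta-arrestin coupling in cells; 0% = agonist plus DMSO wells and 100% = wells without agonist; some results beyond the cut were filed as inactive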
CCR6 antagonist: CCR6 receptor antagonists, primary screen, cell-based, CHO-K1, luminescence, beta-arrestin, uHTS; C-C chemokine receptor type 6 (Homo sapiens), P51684; CHO-K1 CCR6 PathHunter beta-arrestin, CCL20-stimulated; inhibition, % at 20 µM; actives 0.49% (n = 340,000);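 active means compounds whose inhibition of the agonist-driven luminescence signal at 20 µM reaches about 50%, limit read from the data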;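 further: cells stimulated with CCL20 at 14 nM final; plate controls were DMSO with CCL20 for no effect and DMSO without agonist for full effect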
Target sequence (P51684 whole entry, looked up): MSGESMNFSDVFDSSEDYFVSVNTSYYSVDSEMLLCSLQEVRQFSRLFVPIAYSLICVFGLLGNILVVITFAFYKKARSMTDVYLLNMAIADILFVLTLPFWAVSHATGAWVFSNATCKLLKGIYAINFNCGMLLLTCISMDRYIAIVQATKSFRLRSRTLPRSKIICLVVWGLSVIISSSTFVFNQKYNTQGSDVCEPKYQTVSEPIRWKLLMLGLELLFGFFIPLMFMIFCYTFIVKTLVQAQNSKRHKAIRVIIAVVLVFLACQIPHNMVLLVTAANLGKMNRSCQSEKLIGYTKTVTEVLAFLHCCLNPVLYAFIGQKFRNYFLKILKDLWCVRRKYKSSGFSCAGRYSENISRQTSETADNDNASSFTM
Gli-Sufu block: Gli-Sufu pathway antagonists, primary screen, luciferase luminescence, Sufu-KO-LIGHT cells, uHTS | Sufu-KO-LIGHT fibroblasts, Gli luciferase reporter luminescence | inhibition, % at 5 µM | actives 0.74% (n = 340,000) | AID 588413, 2011;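 active means inhibition above about 55%, limit read from the data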;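 further: 0% = DMSO-treated cells and 100% = wells with medium but no cells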
APJ antag: antagonists of human apelin receptor APJ, primary screen, CHO-K1 cells, beta-arrestin complementation, luminescence. P35414. inhibition, % at 20 µM. actives 0.32% (n = 330,000). AID 2521, 2010;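 active means inhibition above about 40% at 20 µM, limit read from the data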;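 further: cells challenged with 10 nM apelin-13 agonist together with compound; plate controls were apelin-13 plus DMSO wells for no effect and DMSO wells lacking apelin-13 for full effect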
UBC13 polyUb: UBC13 polyubiquitin chain formation inhibitors, primary screen, biochemical, TR-FRET, uHTS | Ubiquitin-conjugating enzyme E2 N (Homo sapiens), P61088 | inhibition, % at 20 µM | actives 0.47% (n = 330,000) | AID 485273, 2010; in the data active means inhibition above about 45%, passing the limit was not always enough
Target sequence (P61088 whole entry, looked up): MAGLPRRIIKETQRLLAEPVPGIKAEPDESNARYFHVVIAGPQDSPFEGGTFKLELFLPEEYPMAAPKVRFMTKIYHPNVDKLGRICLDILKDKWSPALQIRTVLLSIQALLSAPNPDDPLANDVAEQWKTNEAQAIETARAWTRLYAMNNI
Starred values were filed as active, the others as inactive; / = no result given. Rows were taken by chance. Share with any hit: about 3%.

Order of values: 697 NFkB inh	CXCR6 block	Jurkat NFkB inh	EBI2 antag	CCR6 antagonist	Gli-Sufu block	APJ antag	UBC13 polyUb
C=CCn1c(N)c(C(=O)OC(C)(C)C)c2nc3ccccc3nc21
 : 1	5	-4	1	19	-4	50*	1
Cc1ccc(NC(=O)c2cc(N3CCOCC3)nc3ccccc23)cc1
 : -6	6	5	-4	3	6	8	3
Clc1ccc(OCCCn2ccnc2)c(Br)c1
 : -1	-4	-7	-15	7	-3	6	9
Cc1ccc(C)c(N(CC(=O)NC2CCCCC2)C(=O)CNC(=O)c2ccco2)c1
 : 22	7	9	-9	2	26	5	2
CN(C(=O)Cn1c(=O)oc2cc(S(=O)(=O)N3CCCC3)ccc21)C1CCCCC1
 : -7	3	4	-8	10	46	-2	1
COc1cccc(S(=O)(=O)NCc2ccc(C(=O)N3CCN(C)CC3)cc2)c1
 : -69	-16	0	-10	5	8	-30	-4
CC(=O)NCCC(=O)Nc1ncc(S(=O)(=O)c2ccc([N+](=O)[O-])cc2)s1
 : 1	-8	-10	-31	0	-5	-147	-11
C[C@H](NC(=O)c1nc[nH]c1C(=O)NCCCCCNC(=O)OC(C)(C)C)C(=O)OC(C)(C)C
 : -10	0	5	-1	-2	-10	-5	4
COC(=O)CN1C(=O)C(C)(C)Oc2ccc(C(=O)NC3CC3)cc21
 : 6	0	-1	4	8	-28	5	9
CCCCN1C(=O)C(O)=C(C(C)=O)C1c1ccccc1 (stereo unspecified)
 : -10	-8	-19	-10	8	-4	-41	-10
O=C(NCc1cccnc1)c1sc2cc(Cl)ccc2c1Cl
 : 3	-9	4	4	6	-1	-6	4
O=C1C(C23CC4CC(CC(C4)C2)C3)C(=O)N(c2ccccc2)N1c1ccccc1
 : 12	0	3	-4	11	2	3	3
O=C1CS/C(=N\c2ccccn2)N1C1CCCCC1
 : -5	7	-10	-2	3	12	-11	-8
CCOC(=O)C(CCCOc1ccccc1C)C(=O)OCC
 : 8	-1	0	2	33	7	-10	0
O=C(CCCCCCCC(=O)NCC1CCCO1)NCC1CCCO1 (stereo unspecified)
 : 8	2	9	9	-2	-6	-1	-1
O=C(Nc1nc2nccc(-c3ccccc3)n2n1)c1ccccc1
 : -67	-16	-70	-1	-5	-54	-4	2
CC(NC(=O)COc1ccc(-c2nnco2)cc1)c1ccc(Cl)cc1Cl (stereo unspecified)
 : -23	-4	0	-10	16	9	-6	5
Cc1ccc(S(=O)(=O)N2CC(O)C[C@H]2C(=O)OCC(=O)N2CCN(c3ccc(F)cc3)CC2)cc1C (stereo partly specified)
 : /	1	/	-2	5	4	/	/
O=C(NNC(=S)Nc1ccc(F)c(Cl)c1)C1CC1
 : 11	16	4	-1	32	4	31	1
COc1ccc(C(=O)NC2CCCCC2)cc1OC1CCN(C(C)C)CC1
 : 4	-4	10	-4	5	18	7	-16
Cc1ccc(-n2cc(CN3CCNC(=O)CC3)c(-c3cccc(C)c3)n2)cc1
 : 16	2	10	-7	6	4	-21	8
O=C1C=C(Nc2ccc(Cl)cc2Cl)CC(c2ccco2)C1 (stereo unspecified)
 : -30	-7	25	40	5	-7	-7	5
Cc1ccccc1C(=O)Oc1ccc(Sc2ccc(O)cc2)cc1
 : -5	/	-6	/	/	/	11	8
COc1cccc(/C=N/NC(=O)C(C)n2nnc3ccccc32)c1 (stereo unspecified)
 : 6	-8	7	-6	-26	2	13	8
COC(=O)[C@H](CC(C)C)NCc1cccc(CN[C@@H](CC(C)C)C(=O)OC)c1
 : -12	-3	7	-6	5	13	14	11
COc1ccc(Cl)cc1C(=O)NCC(C)C
 : 7	-7	13	0	21	5	29	8
COc1ccccc1CN(C)C(=O)c1cc(-c2cc(OC)c(OC)c(OC)c2)nc2ccccc12
 : 32	2	6	-17	7	21	14	19
O=C(c1ccc(S(=O)(=O)N2CCCCC2)cc1)N1CCCc2ccccc21
 : -2	0	-8	-11	-2	3	1	2
CN(c1ccc(C(=O)Nc2ccc(F)cc2F)cc1)S(=O)(=O)c1ccccc1
 : -16	-2	2	44	21	-1	-1	-2
C[C@@]12CCC3[C@@](CCC4[C@@]3(C)CCC[C@@]4(C)C(=O)N3CCCCC3)(CC1=O)C2 (stereo partly specified)
 : 4	-12	10	6	10	17	16	2
CS(=O)(=O)c1ccc(-c2sc3ccccc3c2C(=O)N2CCN(c3ccc(F)cc3)CC2)cc1
 : -127	-6	-18	-11	2	-58	-12	-10
CCN1C(=O)c2ccccc2Sc2ccc(C(=O)NCCCN3CCOCC3)cc21
 : -10	2	-23	-2	5	6	-6	-8
CCOc1ccc(C(=O)NCCc2ccccc2)cc1
 : -96	8	-62	-4	-7	-48	-5	9
CC(/C=C/c1ccccc1)=N\Nc1nc(-c2ccccc2)cs1
 : 8	1	-9	10	-4	-2	14	4
CCOC(=O)c1ccc(CC(=O)c2oc3cc(O)ccc3c2C)o1
 : -16	9	0	2	24	-1	-6	8
O=C(O)c1ccccc1-c1nc(-c2ccccc2)c(-c2ccccc2)[nH]1
 : 0	-2	13	-3	0	3	17	7
COc1ccc(S(=O)(=O)NCC(=O)O)cc1C(=O)NC1CCCCC1
 : 17	-2	12	-5	-4	6	2	5
O=C(NCc1ccccc1Cl)NC(=O)c1ccccc1
 : -6	3	-5	-6	4	-8	-5	-5
CCN(CC(=O)Nc1c(F)cccc1F)C(=O)/C=C/c1ccc(S(=O)(=O)N2CCCCCC2)cc1
 : -27	-11	4	-18	20	27	-14	-8
COc1ccc(CNC(=O)C2CCN(S(=O)(=O)c3cccc4cccnc34)CC2)cc1
 : 7	-9	-4	1	/	/	-6	-3
CN(c1ccccc1)S(=O)(=O)c1cccc(NC(=O)Cn2cnc3c2c(=O)n(C)c(=O)n3C)c1
 : -19	3	7	-5	14	18	11	6
CC1(C(=O)O)CCC(C(=O)Nc2ccc(S(N)(=O)=O)cc2)C1(C)C (stereo unspecified)
 : 32	-3	18	-7	18	8	3	4
O=C(NCC1CCCO1)C1CCN(C2CCN(CCCC3CCCC3)CC2)CC1 (stereo unspecified)
 : -4	3	7	-8	2	3	0	10
O=C(NCCc1ccccn1)C(F)(F)C(F)(F)C(F)(F)C(F)(F)C(F)(F)C(F)F
 : 2	1	3	-11	3	7	-10	9
CCOC(=O)CC1=C(C(=O)OCC)C(c2ccncc2)C(C#N)=C(N)O1 (stereo unspecified)
 : /	-10	/	0	8	-1	/	/
Cc1ccc(N2CC(C(=O)Nc3c(C)n(C)n(-c4ccccc4)c3=O)CC2=O)cc1 (stereo unspecified)
 : 9	-4	-5	-1	4	-16	13	8
CCN(C(=O)C(=O)c1c[nH]c2ccccc12)c1ccccc1
 : -8	-8	7	-1	13	/	-8	-10
NS(=O)(=O)Oc1ccccc1
 : -21	2	-16	-8	0	-17	-72	-18
Cc1ccc(NC(=S)NCC(C)C)cc1
 : -4	4	-13	-5	-4	-8	0	7
CCOC(=O)c1c(C)[nH]c(C(=O)COC(=O)/C=C/c2ccc(OCC#N)c(OC)c2)c1C
 : -3	0	-3	1	7	-2	1	-16

Next section
Order of values: 697 NFkB inh	CXCR6 block	Jurkat NFkB inh	EBI2 antag	CCR6 antagonist	Gli-Sufu block	APJ antag	UBC13 polyUb
COc1cc(NC(=O)Cn2c(=O)n(CC3CCCO3)c(=O)c3ccccc32)cc(OC)c1 (stereo unspecified)
 : 18	-4	-6	9	1	7	16	-12
O=C(Nc1cc(Cl)ccc1N1CCOCC1)c1cccnc1Cl
 : 12	-4	17	-6	10	-4	8	8
COc1cc(NC(=O)C2CCCO2)c(C(=O)O)cc1OC (stereo unspecified)
 : 12	-9	-31	-8	-2	4	-4	-18
O=C(Nc1ccc2[nH]c(=O)[nH]c2c1)Nc1ccc(F)cc1F
 : 15	-6	-16	-5	-1	-1	-24	-15
O=C(Nc1nnc(-c2ccc(Cl)cc2)o1)Nc1ccccc1F
 : 14	-3	0	7	5	4	2	7
CN(C)/N=C/c1cc([N+](=O)[O-])ccc1O
 : 20	10	-6	3	36	-13	28	-15
O=S(=O)(c1ccc2ccccc2c1)N1CCN(C(=S)Nc2ccc(F)cc2)CC1
 : 12	-5	13	9	9	14	1	6
COc1ccc(N(C(=O)c2ccco2)C(C(=O)NC2CCCCC2)c2ccccc2)cc1 (stereo unspecified)
 : -17	17	-11	4	8	2	2	-3
CCCCCc1cc(=O)oc2c(C(CCN3CCCCC3)c3ccc4c(c3)OCO4)c(OC)cc(OC)c12 (stereo unspecified)
 : 13	-27	31	-7	1	-6	12	13
COc1ccc(S(=O)(=O)N2CCC(C(=O)NC3CCCCC3C)CC2)cc1 (stereo unspecified)
 : 17	-3	5	-1	11	48	-10	4
Cc1nnc(NC(=O)c2ccccc2-c2ccccc2C(=O)O)s1
 : 6	8	-11	-3	0	0	9	-4
Cc1ccnc(NC(=O)c2ccc(NS(=O)(=O)/C=C/c3ccccc3)cc2)c1
 : -5	6	-13	-1	3	-11	17	-3
CCN(c1cccc(C)c1)S(=O)(=O)c1cccc(C(=O)O)c1
 : -15	-4	-6	1	-2	3	5	-8
CCn1c(=O)cc(C(=O)OC)sc1=Nc1ccc(F)c(F)c1
 : -8	8	-5	51*	14	7	13	15
CCCOc1ccc(-c2c(=O)n(OCc3ccc([N+](=O)[O-])cc3)c3ccccc3[n+]2[O-])cc1
 : -43	1	-46	-5	11	-2	2	2
CCn1cc(C2C3=C(CC(C)(C)CC3=O)N(c3ccc(C)cc3)C3=C2C(=O)CC(C)(C)C3)c(C)n1
 : /	3	/	11	0	5	/	/
CC(C)C1COC(c2cccc3ccccc23)=N1 (stereo unspecified)
 : -193	-3	-159	10	4	-40	-9	7
Cc1ccc(S(=O)(=O)N2C=CC(C(F)(F)F)=NCC2)cc1
 : 5	-3	-8	-4	13	-7	1	-8
CC(C)n1ncc(N2CCOCC2)c(Cl)c1=O
 : -2	2	-9	1	13	-21	6	1
CCCCS(=O)CC(COCc1ccccc1)OC(=O)CSc1nc(C)cc(C)n1 (stereo unspecified)
 : 10	5	9	1	16	-4	21	2

Ordered by the number under Jurkat NFkB inh (highest first): some entries from above
SMILES	697 NFkB inh	CXCR6 block	Jurkat NFkB inh	EBI2 antag	CCR6 antagonist	APJ antag	UBC13 polyUb
COC(=O)CN1C(=O)C(C)(C)Oc2ccc(C(=O)NC3CC3)cc21	6	0	-1	4	8	5	9
O=C(Nc1ccc2[nH]c(=O)[nH]c2c1)Nc1ccc(F)cc1F	15	-6	-16	-5	-1	-24	-15
CCN1C(=O)c2ccccc2Sc2ccc(C(=O)NCCCN3CCOCC3)cc21	-10	2	-23	-2	5	-6	-8

Other records follow.
Order of values: 697 NFkB inh	CXCR6 block	Jurkat NFkB inh	EBI2 antag	CCR6 antagonist	Gli-Sufu block	APJ antag	UBC13 polyUb
COc1ccc(-c2cccc(C(=O)N3CCOCC3)c2)cc1
 : -31	-3	-16	-13	5	24	-14	2
CS(=O)(=O)N(CC(=O)Nc1cccc(Cl)c1Cl)c1ccccc1
 : -1	2	1	-1	12	-23	9	6
CCOc1cc(N2CCOCC2)c(OCC)cc1NC(=O)COC(=O)C1CCCN1S(=O)(=O)c1ccccc1F (stereo unspecified)
 : 33	-7	19	7	5	-4	17	11
O=C(Nc1nc(-c2nc3ccccc3s2)cs1)c1ccco1
 : -63	2	-36	-5	8	-22	4	-9
C/C(=N\Nc1ccc(F)cc1F)c1ccc(F)cc1
 : 6	/	2	/	/	/	12	-14
O=C(COC(=O)Cc1cccc(C(F)(F)F)c1)Nc1ccc2c(c1)OCCO2
 : -1	-4	0	5	0	-7	3	4
O=C(NNC(=S)Nc1cccc(C(F)(F)F)c1)c1ccc(Cl)cc1Cl
 : -21	4	-14	10	22	7	26	-31
CCC(C)(C)n1nnnc1C(c1ccncc1)N1CCC(Cc2ccccc2)CC1 (stereo unspecified)
 : -5	9	15	30	12	9	9	6
O=C(O)c1cc([N+](=O)[O-])cc2c1C=Cc1ccccc1O2
 : 20	2	-3	4	-9	16	-6	-9
